From PubChem
Yfh1-depleted yeast: enhancers of respiration in Yfh1-depleted yeast, dose response, Friedreich's ataxia, plus single-dose screen (AID 1465) | 220,000 compounds, 0.074% hits | fold induction at 50 µM, or EC50 in µM where a hit was titrated | S. cerevisiae Yfh1-off respiration, WST-1 reduction, 72 h; higher fold induction means a stronger effect;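 active = fold induction of absorbance versus untreated yeast above a set limit, then at least 30% activation at any dose in follow-up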;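 note: activators that raise dye reduction in frataxin-depleted yeast; strong numbers were not always called active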
Autophagy HCS: autophagy modulation, high-content screen; 190,000 compounds, 0.98% hits; MEF GFP-LC3 puncta imaging; test concentration mostly 10 µM; calls only at 10 µM (by protocol);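 active = percentage of spot-positive cells more than 3 SD above its plate mean, without a fluorescence outlier flag or 80% toxicity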;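 note: spot-positive cell cutoff set from DMSO-treated cells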
PMI inhibitors: MPI enzyme activity inhibition – biochemical, fluorescence intensity, coupled assay, primary screen (AID 1209) | purified PMI enzyme, coupled fluorescence intensity; higher % means a stronger effect | 190,000 compounds, 0.42% hits | one-dose inhibition, % at 20 µM; IC50 in µM for titrated hits;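 note: plate controls were DMSO vehicle for no effect and wells lacking substrate for full effect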
WT yeast gro inh: growth inhibition of WT yeast, mitochondrial fusion screen; mitochondrial fusion phenotypic screen, WT strain; inhibition, % at 10 µM; 190,000 compounds, 2.1% hits; in the data active = inhibition above about 58%; tested in S. cerevisiae
PMI inhibition: MPI inhibition at elevated mannose 6-phosphate – biochemical, fluorescence intensity, high mannose 6-phosphate, primary screen (AID 1220); recombinant PMI enzyme, coupled fluorescence intensity; higher % means a stronger effect; one-dose inhibition, % at 20 µM; IC50 in µM for titrated hits; 190,000 compounds, 0.66% hits
bCat nuc transl: alters nuclear translocation of beta-catenin in HeLa cells; immunofluorescence imaging; nuclear translocation activity, % at 5 µM; 190,000 compounds, 0.3% hits; AID 1665;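 active = nuclear translocation activity above 50% at 5 µM, with a well cell count of 50 or more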;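 note: per-cell ratio of nuclear to cytoplasmic median beta-catenin stain intensity; plate controls were DMSO negative control for no effect and GSK-3 inhibitor IX positive control for full effect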
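Test system: HeLa cells, endogenous beta-catenin; Compound: single 5 µM dose plus 0.02–20 µM confirmation series; Times: compound exposure 24 h at 37°C; Signal: fluorescence imaging of beta-catenin antibody stain plus DAPI; Read-out: % activation, nuclear-to-cytoplasmic median beta-catenin signal ratio per cell.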
Ins promoter up: MIN6 insulin promoter up-regulation; MIN6 insulin promoter-GFP reporter, high-content imaging; hits give high values; z-score at 5 µM; 190,000 compounds, 0.3% hits; AID 1625;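 active = z-score above 3 at 5 µM with at least 500 cells counted in the well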
MT stabilizer: stabilizes microtubules in HeLa cells; HeLa tubulin immunostaining HCS, 24 h; share of cells brighter than vehicle mean+2SD; % tubulin-high responders, % at 10 µM; 200,000 compounds, 0.83% hits;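 active = plate Z-score above 3 for both tubulin-high and condensed-nucleus cell shares, with cell loss under 80%, at 10 µM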;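 note: anti alpha tubulin signal scored within the nucleus-defined area of each cell; some results filed as inactive read as strong as hits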
Dynein cargo inh: blocks dynein driven cargo transport along microtubules. 3617.4 mouse cells, GR-EGFP nuclear translocation imaging; test concentration mostly 20 µM; stimulated with dexamethasone, 1 µM; hits give low values. z-score, hits read low. 220,000 compounds, 0.47% hits. AID 1381;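 active = plate z-score of nuclear minus cytoplasmic receptor signal below a set negative limit, without overly bright fluorescence or cell loss, cut at about -3.5 in these data, passing the limit was not always enough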;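 note: z-score of nuclear minus cytoplasmic ring GR-EGFP intensity difference per well; some compounds called inactive have numbers as strong as hits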
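Also added: dexamethasone, 1.0 µM final. Medium: tet-free, stripped-serum medium. Detection: fixed, Hoechst-stained cells imaged at 10x for EGFP. Read-out: nuclear-to-cytoplasmic GR-EGFP distribution per well. Times: induction 48 h, compound 1 h, agonist 30 min.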
WT yeast gro inh mutant strain: second read-out of WT yeast gro inh, no call of its own (marks repeat the call); inhibition, %; mitochondrial fusion phenotypic screen, mutant strain inhibition
Dynein cargo inh cytoplasmic EGFP: recorded beside Dynein cargo inh, whose call it bears; z-score; measured here: cytoplasmic GR-EGFP intensity; hits give high values
Dynein cargo inh nuclear GR-EGFP: also measured in Dynein cargo inh; calls as there; z-score; measured here: nuclear GR-EGFP intensity;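 lower value marks the stronger effect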
Dynein cargo inh cell count: further read-out of Dynein cargo inh, marked with its call; z-score; measured here: cell count per field
Ins promoter up cell count: also measured in Ins promoter up; calls as there; cell count; measured here: cytotoxicity, nuclei count;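 total cells summed across four imaged fields per well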
bCat nuc transl cell count 5 µM: further read-out of bCat nuc transl, marked with its call; cell count; measured here: cell count, cytotoxicity flag
MT stabilizer Hoechst-high %: also measured in MT stabilizer; calls as there; % Hoechst-high responders; measured here: nuclear condensation Hoechst responders;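 share of cells brighter than vehicle mean plus two SD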
MT stabilizer cytotoxicity %: second read-out of MT stabilizer, no call of its own (marks repeat the call); toxicity, %; measured here: cytotoxicity by cell density;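 0% = mean cell density of plate MIN control wells and 100% = no cells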
Autophagy HCS cell loss 18 h: second read-out of Autophagy HCS, no call of its own (marks repeat the call); toxicity, %; measured here: cell loss, nuclei count;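 cell loss after 18 h compound exposure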
Active calls of the source: *; i = inactive; / = not tested or not shown. Cut-off read from the data, not from the text of the source, unless noted: active = inhibition above about 50%; inactive = the rest.

SMILES | Yfh1-depleted yeast | Autophagy HCS | Autophagy HCS cell loss 18 h | PMI inhibitors | WT yeast gro inh | WT yeast gro inh mutant strain | PMI inhibition | bCat nuc transl | bCat nuc transl cell count 5 µM | Ins promoter up | Ins promoter up cell count | MT stabilizer | MT stabilizer Hoechst-high % | MT stabilizer cytotoxicity % | Dynein cargo inh | Dynein cargo inh cytoplasmic EGFP | Dynein cargo inh nuclear GR-EGFP | Dynein cargo inh cell count
Cc1ccccc1C(=O)N[C@H](C(=O)Nc1ccc(Cl)c(Cl)c1)C(C)C | i | i | -4.0 | 8.1% | 1.2 | 7.3 | 1.2% | 1.2 | 1023 | 1.1 | 1528 | 2.8 | 3.9 | 1.3 | -0.62 | 0.337 | 0.048 | 0.53
COc1ccc(-c2c(C#N)c(N)nc3c2c(=O)n(C)c(=O)n3C)cc1 | i | i | -6.1 | -6.4% | -7.9 | 9.6 | -11.3% | -0.2 | 1368 | 0.29 | 1241 | 3.0 | 2.1 | 4.6 | 0.471 | -0.1 | 0.178 | -0.0921
COC(=O)NNC(=S)NCc1ccc(C)cc1 | i | i | -1.9 | 10.7% | 1.2 | -6.2 | 9.0% | 1.0 | 1169 | -0.64 | 1502 | 3.9 | 1.5 | 8.2 | 1.64 | -0.126 | 0.839 | -1.1
CCOC(=O)N1CCN(C(=O)CSc2nnc(-c3cccs3)o2)CC1 | i | i | 2.1 | 3.2% | 4.0 | -3.4 | -1.7% | / | / | 0.1 | 920 | 4.7 | 2.9 | 6.7 | -1.22 | -0.257 | -0.708 | 1.17
COC(=O)CN1C(=O)N/C(=C/c2cc3c(cc2OC)OCO3)C1=O | i | i | 2.2 | -5.1% | 7.1 | -2.6 | 5.2% | 2.4 | 1076 | 0.84 | 1167 | 2.0 | 0.8 | 6.4 | 2.64 | -0.165 | 1.37 | -1.61
COc1ccc(C(=O)CNc2ccccc2CO)cc1 | i | i | 1.2 | -10.5% | 7.0 | -4.7 | 0.5% | 1.1 | 1106 | 0.04 | 1252 | 3.1 | 1.5 | 3.4 | -0.633 | -0.406 | -0.238 | 1.84
CN(Cc1ccccc1)C(=C(Cl)Cl)/C(=C1/NCCN1C)[N+](=O)[O-] | i | i | 0.7 | -10.4% | -1.5 | -18.3 | 3.7% | -4.8 | 1115 | 0.09 | 1286 | 1.4 | 2.0 | 6.2 | -0.749 | -0.0727 | -0.415 | -0.677
CC1(C)Cc2c(C#N)c(NCCN3CCOCC3)nc(-c3ccco3)c2CO1 | i | i | -6.7 | -8.6% | -9.9 | -9.9 | -9.7% | -0.6 | 917 | -0.97 | 1111 | 1.4 | 1.8 | 5.8 | -0.353 | -0.166 | 0.381 | -1.2
CCCc1cc(C(=O)OC)c(NC(=O)c2cc(C)on2)s1 | i | i | 10.0 | 8.2% | 6.8 | -8.5 | 7.4% | -1.3 | 1125 | / | / | 2.8 | 2.2 | 7.7 | -0.468 | -0.213 | 0.0824 | 0.13
COc1ccc(C)cc1NC(=O)CSc1nnc(-c2ccc(OC)c(OC)c2)n1N | i | i | -6.8 | 5.1% | 7.9 | 7.3 | -0.6% | 1.1 | 1424 | 0.96 | 1325 | 5.8 | 1.3 | 2.6 | 1.87 | 0.147 | 1.71 | -3.07
C/C=C/COC(=O)c1[nH]c2c(c1C)C(=O)CC(c1ccco1)C2 (stereo unspecified) | i | / | / | -5.5% | 14.1 | -2.3 | -8.3% | 153.6* | 363* | / | / | 9.3 | 43.4 | 52.7 | -0.805 | -0.118 | -0.228 | -0.0118
CCN(C(=O)CCCC(=O)N(CC)c1ccccc1)c1ccccc1 | i | i | 2.0 | -9.8% | -13.1 | 13.5 | -9.0% | / | / | -0.14 | 1393 | 4.0 | 2.6 | 3.5 | -0.37 | -0.337 | -0.253 | 0.241
O=C(NCc1ccco1)C1CCCN(S(=O)(=O)c2ccc(Cl)cc2)C1 (stereo unspecified) | i | i | -2.2 | 5.4% | 6.0 | -0.4 | 7.5% | / | / | / | / | 1.2 | 1.2 | 5.8 | -0.488 | -0.247 | 0.409 | 1.2
CCC(=Nc1ccccc1OC)C1=C(O)CC(c2ccccc2)CC1=O (stereo unspecified) | i | i | 51.6 | -5.6% | 9.2 | -9.4 | 4.0% | 32.5 | 684 | -0.1 | 1226 | 15.1* | 38.6* | 45.7* | 1.21 | -0.201 | 0.929 | -1.47
O=C(Nc1nc(-c2ccccc2)cs1)c1ccc(N2CCOCC2)c([N+](=O)[O-])c1 | i | i | -0.9 | 14.3% | 14.6 | 10.5 | 11.5% | -1.9 | 1143 | -0.71 | 1132 | 4.3 | 1.0 | 7.1 | -0.435 | -0.226 | -0.226 | 0.153
Cc1cccc(OCCCSc2nc3ccccc3[nH]2)c1 | i | i | 10.4 | 18.3% | 30.2 | 14.1 | 11.9% | 0.7 | 1408 | -0.02 | 1624 | 2.9 | 2.2 | 6.5 | -0.407 | -0.233 | 0.399 | 0.689
Cc1cccc(Nc2nc(NCCCN3CCOCC3)nc(N)c2[N+](=O)[O-])c1 | i | i | -9.8 | -1.4% | -2.3 | -2.8 | -2.2% | / | / | -0.5 | 1379 | 0.6 | 4.5 | 4.7 | -0.335 | 0.111 | -0.148 | 0.425
COc1ccc(-c2nnc(SC(C)C(=O)Nc3nccs3)n2-c2ccccc2)cc1OC (stereo unspecified) | i | i | -2.8 | 3.1% | -12.9 | -5.8 | -2.1% | -2.6 | 1126 | -0.29 | 1173 | 4.1 | 2.6 | 27.1 | -0.426 | -0.262 | 0.121 | -0.355
CC(=O)c1ccc(OCC(O)CN2CCCC(C)C2)cc1 (stereo unspecified) | i | i | 2.5 | -4.3% | 11.6 | 0.6 | -8.8% | -1.9 | 1162 | -0.11 | 1160 | 2.5 | 4.8 | 5.1 | -0.549 | -0.281 | -0.211 | 0.795
COc1ccc2[nH]c(=O)c(-c3noc(-c4ccc(F)cc4)n3)cc2c1 | i | i | -40.8 | 4.2% | -1.6 | -2.2 | 0.5% | 1.9 | 1026 | -0.51 | 1746 | 3.9 | 2.1 | 4.5 | 1.35 | -0.0903 | 0.998 | -0.863
CCOC(=O)C(NC(C)=O)C(=O)Nc1c(C)cccc1C (stereo unspecified) | i | i | 6.1 | -5.2% | -13.7 | 4.6 | -6.9% | 0.0 | 1513 | -0.02 | 1448 | 5.5 | 3.2 | 5.9 | -0.938 | -0.279 | -0.491 | -0.0291
C/C(=N/NC(=O)CC1N=C(Cc2ccccc2)NNC1=O)c1cccnc1 (stereo unspecified) | i | i | 10.5 | 14.1% | -8.8 | -4.9 | 10.5% | -0.1 | 1518 | -0.76 | 1509 | 2.1 | 1.8 | 9.4 | 1.21 | -0.211 | 1.04 | -1.1
Cc1nn(-c2ccccc2)c(-c2ccccc2)c1C(=O)O | i | i | 24.0 | -4.9% | 7.5 | 19.5 | -4.5% | -1.5 | 1387 | -0.45 | 1542 | 3.5 | 1.4 | 4.2 | -1.2 | -0.431 | -0.319 | 1.15
O=C(Nc1cccc(Cl)c1)N(CCN1CCOCC1)Cc1cccc(Cl)c1 | i | i | 3.7 | 16.7% | 25.8 | 8.2 | 13.8% | -1.7 | 1066 | 0.73 | 1403 | 0.3 | 1.7 | 5.6 | -0.0212 | -0.223 | -0.147 | 0.21
Nc1nc(-c2ccc(Cl)cc2Cl)cn1N | i | i | 1.8 | -3.5% | 2.9 | 5.8 | -3.6% | / | / | / | / | 1.6 | 1.5 | 6.8 | 0.994 | -0.179 | 0.0997 | 0.0109
(further entries)
SMILES | Yfh1-depleted yeast | Autophagy HCS | Autophagy HCS cell loss 18 h | PMI inhibitors | WT yeast gro inh | WT yeast gro inh mutant strain | PMI inhibition | bCat nuc transl | bCat nuc transl cell count 5 µM | Ins promoter up | Ins promoter up cell count | MT stabilizer | MT stabilizer Hoechst-high % | MT stabilizer cytotoxicity % | Dynein cargo inh | Dynein cargo inh cytoplasmic EGFP | Dynein cargo inh nuclear GR-EGFP | Dynein cargo inh cell count
NS(=O)(=O)c1ccc(CCNC(=O)C2CCCN2C(=O)OCc2ccccc2)cc1 (stereo unspecified) | i | i | -26.5 | 8.6% | 5.1 | -6.6 | 12.6% | -2.7 | 1386 | 0.68 | 1455 | 2.7 | 1.4 | 3.3 | -0.545 | -0.151 | -0.267 | 0.533
C=Cn1c(C(=O)O)ccc1-c1ccc(OC)cc1 | i | i | -6.0 | / | -13.1 | -21.3 | / | -0.2 | 1527 | 0.3 | 1579 | 2.0 | 0.8 | 1.9 | -0.0192 | -0.197 | -0.14 | -0.502
CCOC(=O)NNC(=O)C1CCC(C)CC1 (stereo unspecified) | i | i | -1.3 | -9.4% | -16.9 | 7.8 | -9.9% | 0.0 | 1069 | -0.31 | 1181 | 3.4 | 2.4 | 7.4 | 0.113 | 0.124 | 0.0225 | 0.751
CC(C)Cn1c(-c2ccc(Br)o2)n[nH]c1=S | i | i | -9.3 | 7.0% | 18.4 | 8.8 | 7.7% | 3.8 | 483 | -0.15 | 1052 | 7.0 | 1.8 | 8.3 | 0.904 | -0.278 | 0.14 | -0.569
CCN(CC)S(=O)(=O)N1CCC(C(=O)NC2CCCC2)CC1 | i | i | 2.7 | 0.4% | 10.7 | 2.0 | -3.6% | 4.1 | 1415 | 0.45 | 1535 | 4.8 | 3.0 | 2.6 | -0.659 | -0.251 | -0.179 | 0.624
O=C(Nc1ccc(-c2nc3cccnc3s2)cc1)c1ccco1 | i | i | -2.6 | 7.7% | 13.9 | 5.5 | 8.3% | -0.5 | 1129 | -1.73 | 1837 | 6.0 | 2.7 | 0.9 | 1.29 | 0.0675 | 0.773 | -1.97

Compounds were not picked by outcome; 5% or so of the library scored in one or more.
